STAT3 activator – STAT3 signaling activation; U3A cells, IL-6 STAT3-luciferase reporter, luminescence; 100% = signal with IL-6 EC80 alone; 190,000 tested, 0.91% active; activation (% of control), % at 5.6 µM;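 active = activation above the screen-wide mean of compound activation plus 3 SD, cut at about 130% in these data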;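 note: 0% = background luminescence of wells with medium and substrate only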
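Test system: human U3A cells carrying STAT3-luciferase construct; control set: IL-6-only wells as 100% reference; timing: compound pre-incubation 1 h before IL-6, then 6 h stimulation at 37 °C; also added: IL-6 stimulus at 33 ng/mL final; evaluation: % activation versus median of IL-6-stimulated wells; detection: reporter luminescence signal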
bIAP act – increases bovine intestinal alkaline phosphatase activity. purified bovine IAP, CDP-star luminescence, 30 min; stronger effect = higher value; fold of DMSO-control signal, blank-subtracted. activation factor at 20 µM. 200,000 tested, 0.17% active. AID 1016;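 active = activation factor of 2 or more at 20 µM, a signal rise over negative controls twice the positive control's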
ROMK primary – human ROMK K+ channel modulation, primary screen; 130,000 tested, 2% active; B-score at 10 µM; Tet-inducible ROMK, thallium flux fluorescence; actives lie on both sides;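 active = signal ratio slope over the read window, or its plate-corrected B-score, at least 3 SD from the plate mean, either direction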;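 note: B-score of the F/F0 ratio slope over 7 to 12 s after thallium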
Target sequence (P48048 whole entry, looked up): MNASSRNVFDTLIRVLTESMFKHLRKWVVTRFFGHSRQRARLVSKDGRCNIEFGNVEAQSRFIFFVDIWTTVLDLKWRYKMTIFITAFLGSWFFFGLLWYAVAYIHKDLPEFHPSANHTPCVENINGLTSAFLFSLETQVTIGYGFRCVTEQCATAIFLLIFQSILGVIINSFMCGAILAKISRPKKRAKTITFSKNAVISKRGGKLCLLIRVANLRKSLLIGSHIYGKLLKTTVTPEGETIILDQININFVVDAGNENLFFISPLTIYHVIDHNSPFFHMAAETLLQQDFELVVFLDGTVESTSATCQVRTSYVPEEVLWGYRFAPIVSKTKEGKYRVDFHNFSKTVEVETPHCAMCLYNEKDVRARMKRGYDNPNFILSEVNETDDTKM
SRC2 TRFRET art – flags TR-FRET format artefacts in PPARgamma SRC-2 recruitment agonist screen | TR-FRET artefact counter-screen; stronger effect = higher value | TR-FRET ratio at 8 µM | 200,000 tested, 0.4% active; in the data active = TR-FRET ratio above about 2000; note: inactives centre near 1500
bIAP inhibitor – blocks bovine intestinal alkaline phosphatase activity; purified bovine IAP, CDP-star luminescence, 30 min; inhibition, % at 20 µM; 190,000 tested, under 10 active;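 active = over 50% inhibition of intestinal alkaline phosphatase at 20 µM in the single-dose screen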
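System: purified bovine intestinal alkaline phosphatase (IAP) enzyme; Input: IAP diluted 1/65,000,000 in the well; Measured by: CDP-star luminescence signal; Compound dosing: 20 µM single dose; Incubation: 30 min reaction at room temperature.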
TNAP act hi DEA – activators of human TNAP at high phosphate acceptor concentration; P05186; purified TNAP, CDP-star luminescence, 1 M DEA, 30 min; stronger effect = higher value; 0 = EDTA background, 1 = DMSO-only activity; activation factor at 20 µM; 200,000 tested, under 10 active; AID 1136;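 active = activation factor at least 2 at 20 µM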
Target sequence (P05186 whole entry, looked up): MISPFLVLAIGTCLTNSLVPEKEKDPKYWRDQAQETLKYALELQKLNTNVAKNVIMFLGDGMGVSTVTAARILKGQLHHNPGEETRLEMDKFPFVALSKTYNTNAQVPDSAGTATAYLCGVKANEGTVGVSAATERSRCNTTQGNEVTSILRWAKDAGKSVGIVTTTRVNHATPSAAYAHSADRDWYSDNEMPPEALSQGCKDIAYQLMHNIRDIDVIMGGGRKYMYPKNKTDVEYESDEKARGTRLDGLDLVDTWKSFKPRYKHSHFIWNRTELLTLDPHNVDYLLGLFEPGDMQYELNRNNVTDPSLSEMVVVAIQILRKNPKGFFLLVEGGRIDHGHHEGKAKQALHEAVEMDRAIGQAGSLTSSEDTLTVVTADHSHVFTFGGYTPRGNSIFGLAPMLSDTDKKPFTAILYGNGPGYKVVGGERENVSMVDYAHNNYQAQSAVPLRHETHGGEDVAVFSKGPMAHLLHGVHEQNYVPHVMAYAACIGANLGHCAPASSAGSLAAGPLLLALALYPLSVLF
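Measured by: Luminescent substrate turnover signal | Test system: Human TNAP | Input: TNAP 1/800 final | Dosing: 20 µM single point | Schedule: 30 min, room temperature | Controls: EDTA wells as negative control, DMSO wells as positive control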
PPARg SRC3 recr – promotes SRC-3 coactivator recruitment by human PPARgamma; activation, % at 8 µM; biochemical PPARgamma/SRC-3 coactivator recruitment assay; 200,000 tested, 0.26% active; P37231; in the data active = activation above about 23%;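 note: 0% = DMSO and 100% = reference agonist; some compounds past the cut are filed as inactive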
PPARg SRC1 recr – promotes SRC-1 coactivator recruitment by human PPARgamma; activation, % at 8 µM; AID 631; PPARgamma-SRC-1 coactivator recruitment biochemical assay; 200,000 tested, 0.41% active; in the data active = activation above about 19%;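 note: 0% = DMSO and 100% = reference agonist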
PPARg SRC-2 ag – PPARgamma-driven SRC-2 recruitment agonism; P37231; PPARgamma LBD-SRC-2 recruitment, biochemical; activation, % at 8 µM; 200,000 tested, 0.34% active; AID 1032; in the data active = activation above about 22%;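 note: 0% = vehicle and 100% = reference agonist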
STAT1 blocker – STAT1 signaling inhibition. NIH 3T3 STAT1-luciferase reporter, IFN-gamma, luminescence. AID 920. 200,000 tested, 0.35% active. inhibition, % at 5.5 µM;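 active = inhibition above a set limit, the mean inhibition across all tested compounds plus 3 SD, cut at about 34% in these data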;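 note: 0% = IFN-gamma with DMSO and 100% = IFN-gamma with 300 µM nifuroxazide; values of inactives mirror those of a sister screen read the other way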
STAT3 inh – STAT3 signaling inhibition | U3A cells, IL-6 STAT3-luciferase reporter, luminescence; host cell line lacks STAT1 | inhibition, % at 5.5 µM | 190,000 tested, 0.89% active;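 active = inhibition above the mean inhibition across all screened compounds plus 3 SD, cut at about 44% in these data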;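 note: 0% = DMSO only wells and 100% = 100 µM nifuroxazide control wells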
Numbers without * were called inactive; · = no result given.

SMILES	STAT3 activator	bIAP act	ROMK primary	SRC2 TRFRET art	bIAP inhibitor	TNAP act hi DEA	PPARg SRC3 recr	PPARg SRC1 recr	PPARg SRC-2 ag	STAT1 blocker	STAT3 inh
CN(C)S(=O)(=O)c1cccc(NC(=O)CSc2nc3c(cc2C#N)C(=O)CC(C)(C)C3)c1	95	1	·	1580	-3	1	8	4	13	12	2
O=C(Nc1cccnc1Cl)c1ccc2c(Cl)c3c(nc2c1)CCC3	54	1.1	0.28	1893	-10	1	3	2	6	-37	56*
O=C(/C=C/c1nc2ccccc2s1)N1CCCCCC1	93	0.9	-0.063	1540	7	1	1	1	-5	-35	9
Cc1ccc(C(=O)Nc2nc3ccc(S(C)(=O)=O)cc3s2)s1	92	1	0.54	1488	4	1	-12	1	5	-50	13
C=CC[N+]1(CC=C)CCOCC1	106	1	0.17	1460	-2	1	9	-2	5	-6	-5
CCCCC(=O)Oc1ccccc1C1SCc2cc(C)c(C)cc2CS1	106	0.9	-0.55	1553	8	1	-1	8	-1	-8	-3
CCNc1ccc(Br)cc(C(=O)/C=C/c2ccc(Cl)cc2)c1=O	120	0.9	0.34	1564	13	0.9	-1	2	3	-1	-18
COc1ccc(OC)c(N2CC(O)(c3cccs3)[N+]3=C2SCCC3)c1 (centres undefined)	104	1	-2.3	1597	-1	1	1	-4	-4	29	3
N=C(N)SCc1ccccn1	94	1.1	0.37	1290	-7	1	0	-6	-8	11	6
Cc1ccc(S(=O)(=O)c2c(COC(=O)c3ccc(Cl)cc3)c(-c3ccccc3)nn2C)cc1	101	0.9	0.92	1546	13	1.1	3	9	1	4	5
C=CCNCCOc1ccc(C(C)(C)c2ccccc2)cc1	103	0.9	-0.49	1567	11	1	2	3	2	-2	6
COc1cc(CCC(=O)N2CCN(S(=O)(=O)c3ccc(C)c(C)c3)CC2)cc(OC)c1OC	97	1	·	1561	1	1	8	9	5	2	11
CC(=O)Nc1cccc(C(=O)/C=C/c2ccc(/C=C/C(=O)c3cccc(NC(C)=O)c3)cc2)c1	99	0.7	·	1622	26	1	5	10	3	-5	6
CCc1ccc(OCCOCC(O)CNC(C)(C)C)cc1 (centres undefined)	102	0.9	·	1623	10	1	-2	-4	1	-5	-3
Cc1ccc(CSCCNC(=O)CN(c2cccc([N+](=O)[O-])c2)S(C)(=O)=O)cc1	104	1	-0.5	1518	-4	1	2	-2	-3	4	3
CC1CCCCN1C(=O)c1ccccc1NC(=O)c1ccco1 (centres undefined)	101	1	·	1389	5	1	-3	-1	5	0	5
O=Cc1ccnc(-c2ccc(OC(=O)c3ccco3)cc2)n1	97	1.1	-0.19	1515	-12	1	0	3	5	1	6
O=C(COC(=O)CCCc1nc2ccccc2s1)NC(=O)NCc1ccco1	105	1	0	1501	-4	1	0	-1	2	-6	-4
CN(CCc1ccccn1)C(=O)CCC1CCCN(C(=O)c2ccc3c(c2)OCCO3)C1 (centres undefined)	100	1	0.45	1560	1	1.1	-5	1	-6	-2	11
O=S(=O)(NCCSCc1c(Cl)cccc1Cl)c1ccc2c(c1)OCCO2	98	0.7	·	1466	31	1.1	-11	4	4	-2	3
N/C(=N\OC(=O)C12CC3CC(CC(C3)C1)C2)c1ccccc1	118	0.9	·	1727	14	1	10	1	7	-1	-9
CC1(C(=O)O)Oc2cccnc2NC1=O (centres undefined)	91	1.1	0.93	1669	-14	1	3	8	0	1	14
COc1cc(C2=NOC(C(=O)NCc3cccs3)C2)cc(OC)c1OC (centres undefined)	100	1	1.6	1635	0	1.1	-8	5	9	-4	7
CN(Cc1cccs1)C(=O)Cc1c[nH]c2ccccc12	86	0.8	·	1717	15	1	0	2	2	-7	16
Cc1cccc(NC(=S)N(CCN(C)C)Cc2cc3cc(C)ccc3[nH]c2=O)c1	98	1.1	-1.8	1427	-13	1	1	-4	-2	-2	6
C/C=C(\C)c1nnc(NC(=O)c2ccco2)s1	100	0.9	-0.083	1481	6	1	-3	3	-6	-24	3
CN(CC(=O)Nc1ccc2c(c1)CCC2)CC(=O)Nc1ccccc1Br	108	1.4	-1	1595	-43	1	1	-2	-5	-1	-5
C/C(N)=C(/C#N)C(=O)COC(=O)[C@@H](NC(=O)c1ccccc1Cl)C(C)C	98	1.2	-0.24	1585	-17	1.1	3	0	6	3	7
N#CC1=C(N)N(c2ccc(F)cc2)C2=C(C1c1ccc(O)cc1)S(=O)(=O)CC2 (centres undefined)	94	0.9	-0.77	1869	11	0.8	5	14	16	4	11
CN(C(=O)CSc1ncnc2sc(-c3ccccc3)cc12)C1CCS(=O)(=O)C1 (centres undefined)	103	1.1	0.54	1753	-8	1	5	9	2	-1	1

A run of entries taken from the entries so far:
SMILES	STAT3 activator	bIAP act	ROMK primary	SRC2 TRFRET art	bIAP inhibitor	TNAP act hi DEA	PPARg SRC3 recr	PPARg SRC1 recr	PPARg SRC-2 ag	STAT1 blocker	STAT3 inh
C/C(N)=C(/C#N)C(=O)COC(=O)[C@@H](NC(=O)c1ccccc1Cl)C(C)C	98	1.2	-0.24	1585	-17	1.1	3	0	6	3	7
N#CC1=C(N)N(c2ccc(F)cc2)C2=C(C1c1ccc(O)cc1)S(=O)(=O)CC2 (centres undefined)	94	0.9	-0.77	1869	11	0.8	5	14	16	4	11
CN(C(=O)CSc1ncnc2sc(-c3ccccc3)cc12)C1CCS(=O)(=O)C1 (centres undefined)	103	1.1	0.54	1753	-8	1	5	9	2	-1	1

Other results:
SMILES	STAT3 activator	bIAP act	ROMK primary	SRC2 TRFRET art	bIAP inhibitor	TNAP act hi DEA	PPARg SRC3 recr	PPARg SRC1 recr	PPARg SRC-2 ag	STAT1 blocker	STAT3 inh
CCOc1ccc(OCC)c(NS(=O)(=O)c2ccc3c(c2)CCN3C(=O)C2CCC2)c1	94	1	·	1361	0	1.1	11	0	15	6	9
CCC(C)(C)NC(=O)C(c1ccc(F)cc1)N(Cc1ccc(OC)cc1)C(=O)c1cnccn1 (centres undefined)	106	1.1	0.83	1610	-6	1	8	5	1	-26	-5
CSCCC(NS(=O)(=O)c1ccc(Br)cc1)C(=O)OCC(=O)NC1CC1 (centres undefined)	102	1	-0.8	1720	1	1	-1	-2	-8	14	-2
CC1CC(C)(C)NC(=S)N1CC(=O)N1CCN(Cc2ccccc2)CC1 (centres undefined)	103	0.8	0.58	1410	15	1	0	0	4	-1	4
CCOc1ccc(C2=Nn3c(nnc3-c3ccccc3)SC2)cc1Cl	99	0.8	·	1494	16	1.1	-5	-2	-3	-2	11
CC(C)CCNc1nc2c(c(=O)n(Cc3cccc(F)c3)c(=O)n2C)n1C	86	1.1	-1.4	1461	-8	1	-3	9	-2	4	20
O=C1NC2C(NC(=O)N2C2CCCCC2)N1C1CCCCC1 (centres undefined)	103	0.9	·	1588	15	1.1	8	-3	2	4	0
COC(=O)C1=C(C)NC2=C(C(=O)CC(c3cccs3)C2)C1c1ccsc1 (centres undefined)	103	0.9	0.31	1347	14	1.1	10	8	0	0	3
O=C(Nc1ccccc1)c1ccc2c(c1)OCCO2	79	1	·	1432	2	1	-1	-4	-1	-50	28
CC(=O)c1ccc(S(=O)c2ccccc2)cc1 (centres undefined)	102	0.9	·	1703	9	1	8	6	5	6	7
CCN(CC(=O)Nc1ccc(OC)cc1)CC(=O)Nc1ccc(Br)cc1F	123	1.2	-0.24	1869	-16	1.1	-1	1	9	1	-19
CN(C)S(=O)(=O)c1ccc(C(=O)NCC(=O)N/N=C/c2ccccc2Cl)cc1	94	1.1	0.78	1436	-10	1	-4	-4	-1	12	15
O=C1CC(N2CCSCC2)C(=O)N1c1ccccc1 (centres undefined)	96	1.1	0.37	1669	-12	1	5	5	3	1	10
Cc1sc(N)c(C(=O)c2ccccc2)c1C	104	1.1	0.24	1424	-12	1	6	-4	-6	-2	-4
O=C(c1ccc(Cl)c(S(=O)(=O)N2CCOCC2)c1)N(c1ccccn1)C1CCCCC1	106	1.2	-1.1	1585	-20	1	1	-8	3	5	-3
O=[N+]([O-])c1cccc(NC2=NCCC2)c1	101	1	0.23	1694	-2	1	1	-7	3	0	4
CCOC(=O)N1CCC(NC(=O)C2CCN(C(=O)N3CC(C)Oc4ccc(C)cc43)CC2)CC1 (centres undefined)	99	1.1	0.11	1225	-13	1.1	-11	-6	-4	8	1
CC(=O)OC1CCC(OC(C)=O)c2c1n([O-])c(C)c(C)[n+]2=O (centres undefined)	105	1	·	1492	0	1	-5	7	-2	-6	0
CCc1cccc(C)c1NC(=S)NCc1cccn1C	98	0.8	1.3	1692	19	1.1	0	0	-7	-5	0
CC(C#N)(Nc1ccc(Cl)cc1)c1cccnc1 (centres undefined)	97	0.9	-0.89	1641	9	1	-3	0	0	9	3
NC(=O)CN1CCN(C2CC(=O)N(CCc3ccccc3)C2=O)CC1 (centres undefined)	100	0.8	·	1596	20	1.1	2	1	4	0	6
Cc1csc(SCCn2c(Br)nc3c2c(=O)[nH]c(=O)n3C)n1	106	0.7	0.079	1642	30	1	-3	3	-1	2	-2
CCN1CCN(C(=O)c2cc3c(s2)-c2ccccc2S(=O)(=O)C3)CC1	107	0.9	·	1718	7	1	3	8	7	-7	-8
Cc1nn(C(=O)CCCC(=O)n2nc(C)c(Cl)c2C)c(C)c1Cl	103	·	·	1568	·	·	-19	-2	-4	3	2
Cc1ncc(CN2CCN(Cc3ccc(F)cc3)C(CCO)C2)s1 (centres undefined)	103	1	0.14	1657	1	1	4	7	9	5	3
CCN1C(=S)SC(=O)C1=C1C=C(C)OC(C)=C1	97	0.8	1.1	1586	20	0.9	2	9	2	1	8
COCCOC(=O)c1c(C)oc2ccc(OC(=O)c3c(OC)cccc3OC)cc12	97	1	-0.45	1739	-1	1	17	1	5	-1	9
CCCCNS(=O)(=O)c1ccc2nc(SCC(=O)N3CC(C)OC(C)C3)[nH]c2c1 (centres undefined)	97	1.2	2	1370	-22	1	4	-4	6	2	8
CC(C)Sc1nc2c(c(=O)n1-c1ccc(F)cc1)SCC2	100	0.9	·	1647	8	1.1	10	6	4	-12	4
O=C(Cc1ccsc1-c1ccccc1)NO	100	0.9	·	1426	15	1	1	3	6	5	2
COc1ccc(NC(=O)CN(c2ccc(C)cc2)S(=O)(=O)c2c(C)nn(C)c2C)cc1OC	97	1	·	1563	0	1	17	4	0	-2	11
O=S(=O)(c1ccc(-c2csc(=Nc3ccccc3)n2CCCN2CCOCC2)cc1)N1CCOCC1	104	1.1	·	1604	-8	1	8	5	9	-5	0
COc1ccc(S(=O)(=O)N(CCCN2CCCC2=O)Cc2cc3c(C)cc(C)cc3[nH]c2=O)cc1	95	1.1	·	1597	-7	1	5	-3	2	6	11

Filtered by structure, the compounds so far containing a nitro group on carbon (2)
SMILES	STAT3 activator	bIAP act	ROMK primary	SRC2 TRFRET art	bIAP inhibitor	TNAP act hi DEA	PPARg SRC3 recr	PPARg SRC1 recr	PPARg SRC-2 ag	STAT1 blocker	STAT3 inh
Cc1ccc(CSCCNC(=O)CN(c2cccc([N+](=O)[O-])c2)S(C)(=O)=O)cc1	104	1	-0.5	1518	-4	1	2	-2	-3	4	3
O=[N+]([O-])c1cccc(NC2=NCCC2)c1	101	1	0.23	1694	-2	1	1	-7	3	0	4

Screens: PubChem BioAssay, several laboratories
